# Nrf2 ARE act – activators of Nrf2 (ARE) signaling; AREc32 ARE-luciferase reporter (MCF7-derived line), luminescence, 24 h; Potency, µM (series often up to 46.1 µM), for the others: at the top dose activation, actives largely listed as activators; 410,000 compounds, 0.31% hits; AID 624171; note: potency is the fitted concentration of half-maximal effect; % of control where 0% means no effect; nearly all actives have a fitted effect of over 65% in size
#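 Quantitative high-throughput format: AREc32 reporter cells, 1000 per well, received compound by pin transfer and were incubated 24 hr at 37 deg C, 5% CO2, before Steady-Glo luminescence detection.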
# HepG2 viability – counter-screen for TGF-b inhibitors: cytotoxicity in HepG2 cells. HepG2 CAGA-GFP viability, ATP luminescence, 18 h. Potency, µM (doses to about 46.1 µM), for inactives: at the highest dose activity change, negative = cytotoxicity, hits mostly cytotoxic. 410,000 compounds, 0.76% hits. AID 588856; note: potency is the fitted concentration of half-maximal effect; some results filed as inactive show a strong effect at the top dose
#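 CellTiter-Glo luminescence gave cytotoxicity after 18 hours at 37 degrees C. The cells were HepG2 CAGA-GFP in 1% FBS DMEM, stimulated with 500 pg/mL TGF-beta after compound addition. %Activity was normalised to no-cell wells (complete cell-killing) and DMSO (no toxicity), and curves were fitted and classified.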
# TGFb SMAD3 inh – TGF-b pathway inhibition; AID 588855; HepG2 CAGA-GFP TGF-b/SMAD3 reporter, GFP fluorescence, 18 h; TGF-beta stimulated, 500 pg/mL final; 410,000 compounds, 1.2% hits; Potency, µM (series often up to 46.1 µM), for inactives: top-dose activity, negative = inhibition, hits mostly inhibitors; note: potency is the fitted concentration of half-maximal effect; % is set by controls: 0 for no effect and ±100 for the full control effect; nearly all actives have a fitted effect of over 65% in size
#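 HEPG2 CAGA-GFP reporter cells (1000/well, DMEM with 1% FBS) received compounds, then recombinant TGF-beta at 500 pg/mL final for 18 hours at 37 degrees C. Per-cell GFP summed per well was normalised to unstimulated and stimulated DMSO controls before curve fitting.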
# IL1B secr inh – inhibitors of inflammasome signaling (IL-1 beta secretion); THP-1 LPS/ATP IL-1B secretion, AlphaLISA, 16 h; stronger effect = lower value; activity change, % at 57.5 µM; 360,000 compounds, 4.7% hits; AID 743279; in the data active = activity change below about -50%; inconclusive = mostly about -30% to -49%; note: % is set by controls: 0 for no effect and ±100 for the full control effect
#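 Secreted IL-1B measured by AlphaLISA bead assay after 16 h compound exposure of THP-1 cells; compounds (final up to 57.5 uM) added 1 h before LPS (250 ng/mL) and ATP (1.25 mM) stimulation; lower signal means less secretion.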
# ATXN viability – cell viability loss in ATXN counter-screen | 400,000 compounds, 0.49% hits | Potency, µM (doses to about 56.7 µM), usual class: cytotoxic | AID 651635 | S2 cells (HEK-293 line with an ATXN2-luciferase reporter) viability, CellTiter-Fluor protease fluorescence, 24 h; note: potency is the fitted concentration of half-maximal effect; nearly all actives have a fitted effect of over 40% in size
# A549 tox – A549 cytotoxicity, counter-screen for Nrf2 inhibitors; A549 ARE-Fluc cells, CellTiter-Fluor viability, 18-24 h; Potency, µM (titrated, usually from 46 µM), inactives show at the top dose activity change, negative = cytotoxicity, usual class: inhibitors; 390,000 compounds, 0.16% hits; note: potency is the fitted concentration of half-maximal effect; % is set by controls: 0 for no effect and ±100 for the full control effect
#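 A549 ARE_Fluc cells in 5% FBS OPTI-MEM were exposed to compounds in concentration-response for 18-24 h at 37 deg C. Viability was read by CellTiter-Fluor fluorescence (Ex 405/Em 525) after 30 min, before the luciferase read.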
# Nrf2 block – Nrf2 pathway inhibition; A549 ARE-Fluc reporter, luciferase luminescence, 18-24 h; Potency, µM (series often up to 46 µM), for inactives: top-dose activity change, negative = inhibition, most hits filed as inhibitors; 360,000 compounds, 2.1% hits; AID 504444; note: potency is the fitted concentration of half-maximal effect; % is set by controls: 0 for no effect and ±100 for the full control effect; nearly all actives have a fitted effect of over 60% in size
#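 A549 ARE_Fluc cells, 5000/well, 5% FBS OPTI-MEM; compounds in dose-response, 18-24 h at 37 °C/5% CO2; CellTiter-Fluor viability read (Ex 405/Em 525), then BugLite luciferase luminescence = Nrf2 activity.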
# ATXN2 expr inh – reduces ATXN2 reporter expression in HEK-293 cells. HEK-293 ATXN2-luciferase reporter, luminescence, 24 h. Potency, µM (doses to about 57 µM), for the others: at the top dose activity change, negative = inhibition, most hits filed as inhibitors. 360,000 compounds, 0.72% hits; note: potency is the fitted concentration of half-maximal effect; % is set by controls: 0 for no effect and ±100 for the full control effect; nearly all actives have a fitted effect of over 55% in size
#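 ATXN2-luciferase reporter cells (luciferase flanked by upstream and downstream ATXN2 gene portions) were treated 24 h at 37 °C with compounds at up to 57 uM. SteadyGlo luminescence gave expression; GF-AFC fluorescence gave viability.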
# MCF10A rerep – DNA re-replication induction in MCF 10a cells. MCF 10A DNA re-replication, Hoechst nuclear intensity, 48 h. Potency, µM (highest dose often 46.1 µM), inactives show at the highest dose activity, positive = re-replication, hits mostly activators. 350,000 compounds, 2.9% hits; note: potency is the fitted concentration of half-maximal effect; % of control where 0% means no effect; nearly all actives have a fitted effect of over 50% in size
# Numbers without * were called inactive; i = inactive; u = inconclusive; x = no result given; & = joins results of further samples; [ ] = remark or other dose. Unless noted, calls come from the whole dose curve; as a rule, active = well fitted curve in the direction sought with a large enough effect; inconclusive = small, poorly fitted or top-dose-only effect, or another doubt; inactive = no such curve, though single readings can be large; an effect the other way counts as inactive or inconclusive.
SMILES,Nrf2 ARE act,HepG2 viability,TGFb SMAD3 inh,IL1B secr inh,ATXN viability,A549 tox,Nrf2 block,ATXN2 expr inh,MCF10A rerep
CCCCn1c(N)c(N(CCOC)C(=O)c2oc3ccc(OCC)cc3c2C)c(=O)[nH]c1=O,0.0%,-10%,-10%,2,u,-6%,0%,2%,1%
Cc1c(C(=O)N(C)C)sc2c1c(=O)n(-c1ccc(Cl)c(Cl)c1)c(=O)n2CC(=O)N1CCCCC1C (stereo not given),0.1%,-16%,-31%,x,x,0%,x,x,x
O=C(Nc1cccc(S(=O)(=O)NC2=NCCC2)c1)C1CC(=O)N(c2ccc3c(c2)OCCO3)C1 (stereo not given),-0.3%,5%,4%,0,i,2%,4%,-34%,-3%
CN(C)S(=O)(=O)c1cccc(C(=O)OCC(=O)NCc2ccccc2)c1,-0.9%,5%,0%,0,i,-8%,2%,-5%,-1%
CCCc1nc2ccc([N+](=O)[O-])cc2[nH]1,0.0%,6%,2%,31,i,2%,-10%,1%,-4%
CCCCn1c(SCc2cccc([N+](=O)[O-])c2)nc2ccsc2c1=O,12%,0%,-53%,-20,i,0%,-3%,4%,16µM*
CCC(OC(C)=O)c1cc2c(cc1[N+](=O)[O-])OCCO2 (stereo not given),-0.4%,0%,-3%,11,i,15%,-3%,x,-3%
COc1ccc(NC(=O)C2C3C=CC4(CN(Cc5cccnc5)C(=O)C24)O3)c(OC)c1 (stereo not given),0.2%,0%,0%,-14,i,-1%,11%,0%,0%
O=C(CN1C(=O)COc2ccc(S(=O)(=O)N3CCCC3)cc21)NCc1ccccn1,0.3%,-14%,-1%,-7,i,-9%,-8%,2%,-1%
CC1=C(C(=O)OCc2ccccc2)C(c2ccc([N+](=O)[O-])cc2)NC(=O)N1 (stereo not given),-0.1%,-40%,-6%,u,i,5%,u,3%,10%
COc1ccc(CC(N)c2csc(Nc3ccc(C(=O)c4ccccc4)cc3)n2)cc1 (stereo not given),-3.2%,-112%,u,-70*,u,x,x,35µM*,x
COc1cccc(NC(=O)c2ccc(-n3cccn3)nc2)c1,1.6%,-10%,2%,-18,i,3%,0%,14%,0%
Cc1nc(SCC(=O)NCc2ccco2)c2oc3ccccc3c2n1,3.8%,-4%,-29%,-7,i,-8%,u,5%,0%
COc1cccc(C(O)c2nc(-c3cccc(C(C)C)c3)cs2)c1 (stereo not given),4.0%,-45%,u,0,i,x,x,-5%,x
COc1ccccc1-n1nnnc1SCC(=O)NCC1(N2CCOCC2)CCCCC1,3.6%,1%,-2%,-11,i,3%,7%,-5%,7%
COC(=O)c1ccc(Cn2cnc3c(N)ncnc32)cc1,0.4%,24%,4%,-11,i,1%,8%,7%,-1%
CCCNC(=O)c1cc(C2CCCCN2C(=O)CCc2ccccc2)on1 (stereo not given),-0.7%,9%,2%,-1,i,x,x,17%,x
COc1cc(-c2csc(CCn3nc(C)cc3C)n2)cc(OC)c1OC,0.7%,1%,44%[activator],-13,i,-2%,-34%,-5%,-39%[inhibitor]
O=C(CN1C(=O)c2cccc3cccc1c23)NCc1ccccn1,0.3%,-4%,-22%,18,i,1%,21%,15%,9%
Cc1ccc(C2C3=C(CC(C)(C)CC3=O)NC3=C2C(=O)CC(C)(C)C3)o1,12%,1%,25%,-11,i,-16%,4%,5%,1%
Cc1ccc(C)c(N2CCN(C(=O)c3cc4c(C)nc5ccccc5c4o3)CC2)c1,-0.8%,-121%,u,1,u,0%,10%,x,21µM*
OC(COCc1ccc2c(c1)OCO2)CN1CCC(Cc2ccccc2)CC1 (stereo not given),-0.6%,-38%,24%,-71*,i,-9%,-5%,-7%,u
Cc1nn(Cc2ccccc2)c(Cl)c1C(=O)OCc1nnc(-c2ccccc2)o1,-0.4%,2%,0%,-9,i,-8%,-26%,-1%,u
O=S(=O)(c1ccc(Br)c2nsnc12)N1CCOCC1,8.8%,1%,u,-54*,i,-2%,3%,0%,21µM*
O=c1[nH]n(-c2ncnc3c2cnn3-c2ccccc2)c(=O)c2ccccc12,1.0%,-21%,-6%,27,i,-8%,-16%,-8%,9%
COc1cc(C(=O)N2CCN(c3cccc(C)c3C)CC2)ccc1OCC(=O)N1CCOCC1,-0.2%,1%,-18%,-5,i,1%,u,-9%,u
O=C1OCC(O)=C1Cc1ccccc1,-0.1%,-13%,-18%,6,i,-2%,5%,-1%,0%
Cc1ccc(-c2nc(N)sc2-c2ccccc2)cc1C,4.5%,-68%,u,u,i,0%,-8%,23%,8.2µM*
COC(=O)C1=Cc2cc(OC)cc([N+](=O)[O-])c2OC1N1CCOCC1 (stereo not given),4.2%,-9%,5%,-1,i,0%,-13%,x,-2%
COc1ccc(CC(=O)OCC(=O)NCc2ccco2)cc1OC,0.2%,7%,3%,4,i,0%,10%,5%,0%
CC(C)(C)OC(=O)N1CCC[C@H]1c1nnc(SCc2ccccc2Cl)o1,1.9%,-2%,u,0,u,1%,0%,5%,2%
Cc1ccc(S(=O)(=O)N2CCN(C(=O)COC(=O)/C=C/c3ccc(C(F)(F)F)cc3)CC2)c(C)c1,0.0%,-6%,0%,15,i,-3%,3%,x,4%
O=C1OC(Nc2ncccn2)c2ccccc21 (stereo not given),-0.7%,-5%,-9%,7,i,-4%,3%,9%,1%
Cc1ccccc1C(=O)NC(CC(C)C)C(=O)Nc1cccc(S(=O)(=O)N(C)C)c1 (stereo not given),-0.7%,-21%,2%,-14,i,33%,-15%,x,-1%
Cc1ccc(NC(=O)Nc2cccnc2)cc1,4.4%,-22%,-3%,-18,i,-2%,5%,28%,0%
O=C(NCCCN1CCN(c2ccccc2F)CC1)Nc1ccc(F)cc1,0.5%,-12%,4%,-15,i,-2%,x,-6%,4%
COc1ccc(-c2csc(Cc3nnc4n3CCCCC4)n2)cc1OC,-0.1%,11%,-2%,-1,u,-7%,-6%,1%,-3%
CCOC(=O)CC(=O)CSc1ccc2nnc(-c3ccccc3)n2n1,-0.6%,-20%,-6%,u,i,8%,-2%,-10%,2%
CCCN1CCN(CCCNC(=O)c2ccc(CS(=O)c3ccc(OC)cc3)o2)CC1 (stereo not given),-0.1%&-0.7%,9%&-3%,7%&1%,18,i,1%&2%,-9%&13%,3%,0%
COc1ccc(-c2cnc3nc[nH]c(=O)c3n2)cc1,0.5%,10%,-28%,28,i,1%,u,10%,26%

# Among those listed so far, these contain fluorine:
SMILES,Nrf2 ARE act,HepG2 viability,TGFb SMAD3 inh,IL1B secr inh,ATXN viability,A549 tox,Nrf2 block,ATXN2 expr inh,MCF10A rerep
Cc1ccc(S(=O)(=O)N2CCN(C(=O)COC(=O)/C=C/c3ccc(C(F)(F)F)cc3)CC2)c(C)c1,0.0%,-6%,0%,15,i,-3%,3%,x,4%
O=C(NCCCN1CCN(c2ccccc2F)CC1)Nc1ccc(F)cc1,0.5%,-12%,4%,-15,i,-2%,x,-6%,4%

# More entries:
SMILES,Nrf2 ARE act,HepG2 viability,TGFb SMAD3 inh,IL1B secr inh,ATXN viability,A549 tox,Nrf2 block,ATXN2 expr inh,MCF10A rerep
COc1ccc(-c2noc(C3CCCN(C(=O)c4ccccc4C)C3)n2)cc1 (stereo not given),8.7%,-18%,-6%,u,i,-12%,u,-33%,12%
Cc1ccc(-n2nc(C)c3c(C)c(CCC(=O)NCc4ccc(Cl)cc4)c(C)nc32)cc1,-0.9%,1%,x,x,x,9%,7%,x,x
O=C(NC1CCCCC1)n1c(=O)oc2ccccc21,-0.5%,2%,3%,0,i,x,9%,2%,8%
Cc1cc2c(cc1S(=O)(=O)Nc1cccc(Cl)c1C)n(C)c(=O)c(=O)n2C,-0.3%,2%,-2%,x,i,1%,-5%,-2%,x
Fc1cc(Br)ccc1Nc1c2c(nc3nc(-c4cccs4)nn13)CCCC2,-1.7%,-49%,10µM*,x,i,u,x,7%,x
COCCNC(=O)c1ccc2c(c1)N(Cc1c(F)cccc1Cl)C(=O)c1ccccc1S2,4.9%,-18%,u,x,i,-2%,u,-5%,x
Cc1ccc(NN=C2C(=O)OC(C)(C)OC2=O)c(C)c1,-0.6%,3%,-1%,5,i,-16%,2%,43%[activator],-3%
O=C(NNC(=O)c1ccccc1F)c1cccs1,3.5%,6%,5%,-4,i,-3%,u,32%,1%
Cc1ccc(C(=O)N2CCCC(Nc3cccc(F)c3)C2)cc1N1CCNC1=O (stereo not given),0.1%,-14%,2%,2,u,0%,0%,5%,-2%
COc1ccc(NS(=O)(=O)c2ccc(C(=O)N3CCN(Cc4ccccc4)CC3)cc2)cc1,-0.1%,0%,2%,-3,u,-9%,21µM*,x,-3%
COc1cccc(/C=C2\SC(=S)N(CCCC(=O)NC3=NCCS3)C2=O)c1,-2.0%,1%,-1%,-18,i,12%,0%,u,-1%
CC(=O)Nc1ccc(NC(=O)CSc2nc3c([nH]c4ccccc43)c(=O)n2-c2ccccc2F)cc1,6.4%,16%,-16%,i,u,-11%,0%,22%,2%
C[C@H]1CN([C@@H](C)CO)C(=O)c2cccc(NS(=O)(=O)c3ccc(F)cc3)c2O[C@H]1CN(C)Cc1ccc(Cl)c(Cl)c1,-5.1%,-12%,u,u,u,-15%,5.2µM*,0%,u
Cc1cccc(-n2c(=S)[nH]c3sc4c(c3c2=O)CCc2ccccc2-4)c1,2.9%,-22%,62%[activator],0,i,3%,1%,2%[11.3 µM],-21%
CS(=O)(=O)Nc1cccc(NC(=O)c2ccc(-c3ccc(F)c(F)c3)c3ccoc23)c1,-0.5%,-28%,u,u,u,x,x,-4%,x

# Structures above that have bromine, in the order listed:
SMILES,Nrf2 ARE act,HepG2 viability,TGFb SMAD3 inh,IL1B secr inh,ATXN viability,A549 tox,Nrf2 block,ATXN2 expr inh,MCF10A rerep
O=S(=O)(c1ccc(Br)c2nsnc12)N1CCOCC1,8.8%,1%,u,-54*,i,-2%,3%,0%,21µM*
Fc1cc(Br)ccc1Nc1c2c(nc3nc(-c4cccs4)nn13)CCCC2,-1.7%,-49%,10µM*,x,i,u,x,7%,x
